Compound activity from PubChem.
HT1080 IDH1KD tx: toxicity to HT-1080 IDH1 knockdown cells (counter line); HT-1080 IDH1 knockdown viability, ATP luminescence, 48 h; Potency, µM (series often up to 46.1 µM), without a hit: top-dose activity, negative = toxicity, hits mostly cytotoxic; 2% of 360,000 active;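 further: potency means the concentration at half of the fitted maximal effect; 0% = DMSO wells and -100% = cell-free medium wells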
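Assay cells: HT-1080 with IDH1 knockdown, 750 per well, RPMI/5% FBS. Exposure: 48 h at 37 °C following 2 h pre-incubation. Read: CellTiter-Glo luminescence; fitted concentration-response, curve class assigned.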
DRD3 antagonist: blocks the human D3 dopamine receptor; P35462; D3R cells, DiscoveRx beta-arrestin luminescence, antagonist mode; active compounds read low; max response, negative = inhibition, %; 2.5% of 360,000 active; in the data active means max response below about -50%; inconclusive means no clear call, values can overlap the other calls; further: on the % scale 0 is the no-effect control and ±100 the full control effect; mostly tested at two doses, the higher about 12 µM
Target sequence (P35462 whole entry, looked up): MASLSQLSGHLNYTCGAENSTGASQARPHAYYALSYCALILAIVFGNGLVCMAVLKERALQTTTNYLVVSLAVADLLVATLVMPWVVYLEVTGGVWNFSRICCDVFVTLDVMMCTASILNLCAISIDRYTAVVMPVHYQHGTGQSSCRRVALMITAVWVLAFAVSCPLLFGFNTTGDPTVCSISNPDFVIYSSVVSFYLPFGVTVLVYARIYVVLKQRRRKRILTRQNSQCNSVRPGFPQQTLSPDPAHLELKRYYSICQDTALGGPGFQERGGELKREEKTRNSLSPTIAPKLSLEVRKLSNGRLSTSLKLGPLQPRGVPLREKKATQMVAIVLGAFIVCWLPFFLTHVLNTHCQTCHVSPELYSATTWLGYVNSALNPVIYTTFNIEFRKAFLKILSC
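Cells expressing the human receptor were seeded at 1500 cells/well, incubated overnight at 37 degrees C in 5% CO2, then exposed to library compounds with dopamine controls for 90 minutes at 37 degrees C before luminescent detection.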
IL-1B inflam inh: blocks inflammasome-driven IL-1 beta release; activity change, % at 57.5 µM; THP-1 LPS/ATP IL-1B secretion, AlphaLISA, 16 h; active compounds read low; 4.7% of 360,000 active; AID 743279; in the data active means activity change below about -50%; inconclusive means mostly about -30% to -49%; further: on the % scale 0 is the no-effect control and ±100 the full control effect
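Secreted IL-1B measured by AlphaLISA bead assay after 16 h compound exposure of THP-1 cells; compounds (final up to 57.5 uM) added 1 h before LPS (250 ng/mL) and ATP (1.25 mM) stimulation; lower signal means less secretion.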
KB-V1 MDR tox: kills drug-selected multidrug resistant KB-V1 cells | AID 1347076 | Potency, µM (top dose mostly 46.1 µM), without a hit: top-dose activity change, negative = cytotoxicity, hits mostly cytotoxic | KB-V1 MDR cells viability, CellTiter-Glo, 72 h | 3.4% of 400,000 active; further: potency means the concentration at half of the fitted maximal effect; on the % scale 0 is the no-effect control and ±100 the full control effect; nearly all actives have a fitted effect of over 60% in size
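qHTS viability screen in drug-selected KB-V1 MDR cells: 72 h compound treatment at 37 degrees C, ATP luminescence end point.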
KB-3-1 tox: KB-3-1 parental cell cytotoxicity. AID 1347075. 1.4% of 400,000 active. Potency, µM (titrated, usually from 46.1 µM), without a hit: at the top dose activity change, negative = cytotoxic, hits mostly cytotoxic. KB-3-1 viability, CellTiter-Glo ATP luminescence, 72 h; further: potency means the concentration at half of the fitted maximal effect; on the % scale 0 is the no-effect control and ±100 the full control effect; nearly all actives have a fitted effect of over 60% in size
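Parental KB-3-1 adenocarcinoma cells in phenol-red-free DMEM with 10% FBS were pin-treated with compounds at several concentrations, incubated 72 h at 37 °C, and viability read by CellTiter-Glo luminescence; concentration-effect curves were fitted after normalization.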
DRD3 agonist: agonists of human D3 dopamine receptor. D3R DiscoveRx beta-arrestin cells, luminescence, 90 min. max activation, %. 0.58% of 410,000 active. AID 652048; in the data active means max activation above about 30%; further: 0% is about no effect; mostly tested at two doses, the higher about 12 µM
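Agonist-mode cell screen: cells plated at 1500/well and incubated overnight at 37 °C, then exposed to library compounds for 90 min at 37 °C. Detection reagent was added for 30–60 min at room temperature, and luminescence was read.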
HT1080NT lethal: kills 2HG-producing HT-1080-NT fibrosarcoma cells. HT-1080-NT fibrosarcoma viability, CellTiter-Glo ATP luminescence, 48 h. 1.6% of 360,000 active. Potency, µM (doses to about 46.1 µM), inactives show at the highest dose activity, negative = less viability, hits mostly cytotoxic;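 further: NT is the 2HG producing partner of a matched IDH1 knockdown line; potency means the concentration at half of the fitted maximal effect; 0% = DMSO-treated cells and -100% = media-only wells without cells; nearly all actives have a fitted effect of over 55% in size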
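HT-1080-NT fibrosarcoma cells (2HG-overproducing), 750 cells/well in RPMI with 5% FBS, dosed after 2 h and incubated 48 h at 37C. CellTiter-Glo luminescence normalized to DMSO and no-cell wells; concentration-response curves fitted and classed.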
SW480 rerep: induces DNA re-replication in SW480 colon adenocarcinoma cells. 1.8% of 340,000 active. Potency, µM (highest dose often 46.1 µM), inactives show at the highest dose re-replication activation, actives largely listed as activators. SW480 DNA re-replication, Hoechst DNA content imaging, 48 h. AID 624297; further: potency means the concentration at half of the fitted maximal effect; % of control where 0% means no effect; nearly all actives have a fitted effect of over 55% in size
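DNA re-replication was detected as more nuclei of elevated Hoechst intensity after 48 hr exposure to compound (23 nL pinned per well of 250 cells).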
GLP1R ag: agonists of human GLP-1 receptor; HEK293 GLP-1R CRE-luciferase, luminescence, 4-6 h; cells express a hypersensitive GLP-1R form; 0.007% of 380,000 active; Potency, µM (top dose mostly 45.6 µM), without a hit: top-dose activation, hits mostly activators; AID 624172; further: potency means the concentration at half of the fitted maximal effect; % of control where 0% means no effect
Target sequence (P43220 whole entry, looked up): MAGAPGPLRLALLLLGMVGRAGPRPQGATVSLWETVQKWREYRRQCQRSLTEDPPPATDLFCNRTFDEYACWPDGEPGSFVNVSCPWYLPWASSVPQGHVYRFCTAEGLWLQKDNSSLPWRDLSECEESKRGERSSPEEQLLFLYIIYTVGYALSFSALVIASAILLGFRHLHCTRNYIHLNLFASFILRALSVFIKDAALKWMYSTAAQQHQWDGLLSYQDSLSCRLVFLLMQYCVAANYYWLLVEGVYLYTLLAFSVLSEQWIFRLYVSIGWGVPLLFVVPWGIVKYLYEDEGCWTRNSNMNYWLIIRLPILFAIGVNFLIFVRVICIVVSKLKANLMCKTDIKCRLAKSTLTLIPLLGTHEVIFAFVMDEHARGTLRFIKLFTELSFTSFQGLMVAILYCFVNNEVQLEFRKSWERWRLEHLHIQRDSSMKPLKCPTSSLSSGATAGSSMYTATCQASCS
* = called active by the depositor; ? = inconclusive; nt = no result given; & = joins results of further samples; [ ] = another dose, or the depositor's remark. Unless noted, the call rests on the fitted dose curve; in most records, active means well fitted curve in the direction sought with a large enough effect; inconclusive means small, poorly fitted or top-dose-only effect, or another doubt; inactive means no such curve, though single readings can be large; an effect the other way counts as inactive or inconclusive.

| cpd | compound | KB-3-1 tox | DRD3 antagonist | HT1080NT lethal | DRD3 agonist | GLP1R ag | SW480 rerep | IL-1B inflam inh | HT1080 IDH1KD tx | KB-V1 MDR tox |
| --- | --- | --- | --- | --- | --- | --- | --- | --- | --- | --- |
| 1 | O=C1N[C@@H](Cc2c[nH]c3ccccc23)C(=O)N[C@H]1Cc1ccccc1 | 3% | 5 | 9% | 10 | 2% | -15%[9.22 µM] | -1 | 1% | 5% |
| 2 | COc1ccc(C(=O)NCc2c(C)oc(C)c2C(=O)O)cc1 | 5% | -5 | 4% | -2 | -3% | 2% | 13 | 5% | 5% |
| 3 | CCOc1ccc(C(C(=O)NC2CCCC2)N(CCOC)C(=O)CNC(=O)c2ccco2)cc1 (configuration not stated) | 18% | -9 | 12% | 12 | 0% | -6% | 12 | 5% | -24% |
| 4 | CC1CCCN(S(=O)(=O)c2cc(C(=O)NCCc3ccccc3)n(C)c2)C1 (configuration not stated) | -8% | nt | nt | 10 | 1% | nt | nt | nt | 4% |
| 5 | Cc1sc2ncnc(SCC(=O)Nc3ncccc3O)c2c1C | ? | 12 | -3% | 2 | 13% | -4% | -3 | 11% | ? |
| 6 | COc1cc(C2C(C#N)=C(N)OC3=C2C(=O)CC(C)(C)C3)ccc1OCCN1CCOCC1 (configuration not stated) | -1% | -6 | 25% | 4 | -1% | -138%[inhibitor] | 19 | 10% | -8% |
| 7 | Cc1ccc(NC(=O)C2(C)CCN2Cc2ccc(OC(C)C)cc2)cc1 (configuration not stated) | 0% | 20 | 4% | 1 | 2% | nt | -10 | -3% | 1% |
| 8 | Cc1cc(=O)n(C)c(=O)n1CCCNc1ccccc1 | ? | ? | -22% | 0 | 8% | 3% | -11 | 10% | -21% |
| 9 | O=C(Nc1ccccc1Cl)c1ccc2nccnc2c1 | 0% | -10 | -1% | -1 | 4% | -10% | -3 | 1% | 8% |
| 10 | COc1cccc(/C=C2\N=C(SC)SC2=O)c1OC | 8% | 12 | 0% | 2 | -11% | 0% | -10 | 4% | 17% |
| 11 | CCN1CCN(c2ccc(S(=O)(=O)N3CCCCC3)cc2NC(=O)c2cccc(OC(F)F)c2)CC1 | 16% | -6 | -18% | -4 | 12% | 15% | ? | -10% | ? |
| 12 | CN1C(=O)c2cccc(NC(=O)CCc3ccccc3)c2C1=O | 12% | 43 | 10% | 4 | -1% | -15% | 55 | 12% | -21% |
| 13 | Cc1ccc(CNC(=O)C2CCN(S(=O)(=O)c3ccc4c(c3)oc(=O)n4C)CC2)cc1 | -16% | nt | nt | -15 | -1% | nt | nt | nt | 7% |
| 14 | COc1ccccc1N1CCN(C(=O)c2cc(-c3ccccc3O)on2)CC1 | ? | -10 | 8% | -12&6 | 7% | 23% | 19 | 5% | 14%&-24% |
| 15 | CCc1ccc(CN(C)Cc2nc(Cc3ccccc3)no2)nc1 | 0% | -19 | -7% | 4 | -4% | 13% | 29 | -10% | -5% |
| 16 | CCN(c1ccccc1)S(=O)(=O)c1ccc(Oc2ccccc2)c(N)c1 | -3% | -21 | ? | -6 | 8% | -4% | -25 | -20% | -13% |
| 17 | CCCN(C(=O)c1cccc(S(=O)(=O)N2CCCc3ccccc32)c1)C1CCS(=O)(=O)C1 (configuration not stated) | 0% | -9 | 1% | -3 | -1% | 4% | 2 | 0% | 10% |
| 18 | O=C(NCc1ccccn1)c1ccc(OC2CCN(Cc3ccc(CO)o3)CC2)cc1 | -4% | 4 | 4% | 3 | -2% | -3% | 3 | 2% | -2% |
| 19 | CC1(C(=O)Nc2ccc3c(c2)OCCO3)CCC(=O)N1C1CCN(Cc2ccccc2)CC1 (configuration not stated) | 0% | 2 | 18% | -5 | 2% | nt | -15 | 14% | 16% |
| 20 | CCn1nnnc1SCC(=O)NC1CCCC1 | -5% | -5 | 13% | -14 | 21% | -1% | 7 | 14% | 11% |
| 21 | CN(CCC#N)C(=S)Nc1ccc(S(=O)(=O)N2CCOCC2)cc1 | -2% | 2 | 1% | 0 | 7% | -6% | 3 | 2% | -16% |
| 22 | O=C(Nc1nc2ccc(Cl)cc2s1)c1ccco1 | -20% | -25 | ? | 0 | -19% | 4% | 9 | ? | 6% |
| 23 | Cc1ccc(NC(=O)C2CC(=O)n3c(nc4ccccc43)N2)cc1 (configuration not stated) | 19% | -11 | -3% | -11 | 5% | 3% | 1 | -2% | -3% |
| 24 | Brc1ccc2c(c1)OCCOCCOCCOCCOCCOCCO2 | -22% | 0 | 1% | 6 | 1% | 7% | -27 | -2% | 6.5µM* |
| 25 | CCOC(=O)c1[nH]c(COC(=O)CCCOc2ccccc2)c(C(=O)OCC)c1C | 7% | 24 | 19% | 1 | 2% | 5% | -17 | 6% | -3% |
| 26 | O=C(/C=C/c1c[nH]c2ccccc12)c1cccc2ccccc12 | ? | 8 | ? | -1 | -4% | 16µM* | -108* | ? | ? |
| 27 | O=C(C/C=N/OCc1ccc(Cl)cc1)c1cnc(-c2ccccc2)s1 | -5% | -6 | -3% | 0 | -21% | 1% | 1 | -3% | 8% |
| 28 | CCOC(=O)c1c(C2CC2)csc1NC(=O)COC(=O)CCS(=O)(=O)c1ccc(C)cc1 | 1% | 2 | 11% | 2 | 0% | -9% | 0 | 17% | 12% |
| 29 | O=C(COC(=O)CNS(=O)(=O)c1cccc(Br)c1)NC(=O)Nc1ccc2c(c1)OCCO2 | -4% | 7 | 17% | 1 | -9% | -2% | 19 | 26% | -2% |
| 30 | O=C(CN1C(=O)c2ccccc2C1=O)NC1CCCCCC1 | 0% | 0 | 10% | -5 | 0% | -2% | 3 | 8% | 1% |
| 31 | O=C(N/N=C/c1ccc2c(c1)OCO2)c1ccc(Br)o1 | -2% | -1 | ? | -2 | -16% | -2% | -10 | ? | 11% |
| 32 | COCc1cc(C)nc(OCC(=O)N/N=C/c2ccc(C)cc2)c1C#N | ? | -9 | -26% | -15 | -6% | 13% | 0 | ? | ? |
| 33 | O=C(NC1CCCC1)C1CC(O)CN1C(=O)Nc1ccccc1 (configuration not stated) | -1% | 5 | -3% | 8 | 0% | -5% | 9 | -4% | 3% |
| 34 | CSc1nc2c(c(=O)[nH]1)C(c1cccc(Cl)c1Cl)CC(=O)N2 (configuration not stated) | -5% | 0 | 6% | -3 | 2% | -3% | -21 | 8% | 7% |
| 35 | CCN(CC)c1ccc(N2C(=O)/C(=C/c3cccs3)SC2=S)cc1 | -1% | 7 | 5% | 1 | 2% | -2% | 4 | 15% | 0% |
| 36 | N=c1c(S(=O)(=O)c2ccc(Br)cc2)cc2c(=O)n3ccccc3nc2n1CCN1CCOCC1 | 2% | 12 | 4% | 8 | 8% | ? | -10 | 18% | 0% |
| 37 | CC(=O)C1=C(O)C(=O)N(CCc2c[nH]c3ccccc23)C1c1ccc(C)cc1 (configuration not stated) | -10% | 0 | -26% | 5 | -1% | 8% | 16 | ? | ? |
| 38 | Cc1c(/C=N/N2C(=O)C3C4C=CC(C4)C3C2=O)c2ccccc2n1C (configuration not stated) | -10% | -14 | 0% | -3 | -3% | -3% | 30 | 0% | -28% |
| 39 | Cc1cccc(NC(=O)c2ncn3c2C(=O)N[C@H](C)C3)c1 | -1% | -2 | -7% | -3 | -3% | nt | -21 | 1% | 0% |
| 40 | O=C(NC1CCCCC1)N(CCN1CCCC1)Cc1cc2cc3c(cc2[nH]c1=O)OCCO3 | -1% | ? | -13% | -3 | 5% | 8% | -9 | 4% | 6% |
| 41 | COCCNC(=O)c1cc(-c2cccs2)on1 | 21µM* | 17 | -10% | 1 | 0% | 1% | 20 | -28% | 21µM* |
| 42 | COc1cc(CN2CCC(C(=O)NC3CCCC3)CC2)cc(OC)c1O | 5% | 0 | 6% | -1 | -5% | -12% | -4 | 19% | 10% |
| 43 | Cc1cc(=O)n2nc(N3CCCC(C(=O)NCCc4ccc(Cl)cc4)C3)sc2n1 (configuration not stated) | 5% | ? | -1% | -4 | 5% | -3% | -11 | 0% | -1% |
| 44 | Cc1ccc(NC(=O)CSc2sc3c(O)cc(=O)[nH]c3c2C#N)cc1C | 12% | 13 | -4% | 8 | -4% | -38%[inhibitor] | 28 | 3% | 6% |

Grouped by structure, those above containing an NH in an aromatic ring.
| cpd | compound | KB-3-1 tox | DRD3 antagonist | HT1080NT lethal | DRD3 agonist | GLP1R ag | SW480 rerep | IL-1B inflam inh | HT1080 IDH1KD tx | KB-V1 MDR tox |
| --- | --- | --- | --- | --- | --- | --- | --- | --- | --- | --- |
| 1 | O=C1N[C@@H](Cc2c[nH]c3ccccc23)C(=O)N[C@H]1Cc1ccccc1 | 3% | 5 | 9% | 10 | 2% | -15%[9.22 µM] | -1 | 1% | 5% |
| 25 | CCOC(=O)c1[nH]c(COC(=O)CCCOc2ccccc2)c(C(=O)OCC)c1C | 7% | 24 | 19% | 1 | 2% | 5% | -17 | 6% | -3% |
| 26 | O=C(/C=C/c1c[nH]c2ccccc12)c1cccc2ccccc12 | ? | 8 | ? | -1 | -4% | 16µM* | -108* | ? | ? |
| 34 | CSc1nc2c(c(=O)[nH]1)C(c1cccc(Cl)c1Cl)CC(=O)N2 (configuration not stated) | -5% | 0 | 6% | -3 | 2% | -3% | -21 | 8% | 7% |
| 37 | CC(=O)C1=C(O)C(=O)N(CCc2c[nH]c3ccccc23)C1c1ccc(C)cc1 (configuration not stated) | -10% | 0 | -26% | 5 | -1% | 8% | 16 | ? | ? |
| 40 | O=C(NC1CCCCC1)N(CCN1CCCC1)Cc1cc2cc3c(cc2[nH]c1=O)OCCO3 | -1% | ? | -13% | -3 | 5% | 8% | -9 | 4% | 6% |
| 44 | Cc1ccc(NC(=O)CSc2sc3c(O)cc(=O)[nH]c3c2C#N)cc1C | 12% | 13 | -4% | 8 | -4% | -38%[inhibitor] | 28 | 3% | 6% |
